Source: PubChem BioAssay (several laboratories)
HTRA1 inh: blocks human HTRA1 serine peptidase | Q92743 | AID 504803 | recombinant HTRA1, FP-rhodamine activity-based probe, fluorescence polarization | inhibition, % at 5.96 µM | actives 0.5% (n = 340,000); in the data active = inhibition above about 36%;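 note: 0% = enzyme with DMSO and 100% = wells lacking enzyme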
Target sequence (Q92743 whole entry, looked up): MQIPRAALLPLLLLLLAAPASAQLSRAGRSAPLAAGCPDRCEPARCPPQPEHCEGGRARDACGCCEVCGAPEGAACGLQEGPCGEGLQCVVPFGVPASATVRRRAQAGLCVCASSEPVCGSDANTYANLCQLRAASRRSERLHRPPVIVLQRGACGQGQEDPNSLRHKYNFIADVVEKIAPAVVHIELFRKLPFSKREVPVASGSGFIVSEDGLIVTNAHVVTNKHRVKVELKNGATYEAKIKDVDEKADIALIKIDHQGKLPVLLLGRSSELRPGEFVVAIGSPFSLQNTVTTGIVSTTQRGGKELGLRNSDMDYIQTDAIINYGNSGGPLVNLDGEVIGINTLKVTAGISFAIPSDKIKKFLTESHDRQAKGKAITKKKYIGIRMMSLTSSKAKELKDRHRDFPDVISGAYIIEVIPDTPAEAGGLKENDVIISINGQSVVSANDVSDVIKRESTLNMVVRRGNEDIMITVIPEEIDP
TCR CD3 inh: inhibitors of human TCR-CD3 interaction; actives 0.37% (n = 360,000); AID 651800; inhibition, % at 9.4 µM; TAMRA-labeled TCR probe fluorescence, biochemical; in the data active = inhibition above about 19%;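 note: recombinant mutant TCR 2C K166C tagged with TAMRA read by polarization; 0% = receptor in buffer alone and 100% = receptor with positive control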
LEDGF integ inh: blocks HIV-1 LEDGF/p75-dependent DNA integration. TR-FRET IN-LEDGF/p75 DNA integration, Eu/Cy5. actives 0.64% (n = 370,000). inhibition, % at 3.7 µM;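 active = inhibition above the screen-wide mean plus 3 SD, cut at about 13% in these data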;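 note: signal is the Cy5 over europium emission ratio at 671 and 618 nm; 0% = plate median of compound wells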
PG9 Ab binder: binds the HIV-1 gp120 antibody PG9; inhibition, % at 6.7 µM; TR-FRET gp120-PG9 antibody binding; AID 624416; actives 0.43% (n = 360,000); in the data active = inhibition above about 8.5%
TDP2 inh: blocks human TDP2 phosphodiesterase activity | recombinant TDP2, T5PNP hydrolysis, p-nitrophenol absorbance 415 nm | inhibition, % at 12.8 µM | actives 0.34% (n = 370,000) | AID 720702;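 active = inhibition above the mean of all tested compounds plus 3 SD, set per campaign, cut at about 25% in these data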;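 note: 0% = DMSO with enzyme and 100% = buffer with substrate but no TDP2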
Target sequence (O95551 whole entry, looked up): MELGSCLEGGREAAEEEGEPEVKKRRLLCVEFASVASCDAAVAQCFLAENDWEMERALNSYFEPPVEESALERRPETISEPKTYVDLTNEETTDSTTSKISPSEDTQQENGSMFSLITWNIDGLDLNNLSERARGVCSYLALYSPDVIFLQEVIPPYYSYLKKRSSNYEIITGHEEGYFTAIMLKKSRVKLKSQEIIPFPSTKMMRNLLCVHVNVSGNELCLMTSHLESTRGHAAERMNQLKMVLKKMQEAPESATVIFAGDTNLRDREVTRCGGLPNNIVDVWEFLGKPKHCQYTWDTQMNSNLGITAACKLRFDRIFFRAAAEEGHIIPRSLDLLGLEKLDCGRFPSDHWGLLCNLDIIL
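System – recombinant human TDP2 · Quantity – TDP2 enzyme at 120 nM final · Doses – single concentration, 12.8 µM nominal, with 1% DMSO · Incubation – 2 h at 37 °C · Measured by – epi absorbance of p-nitrophenol freed from T5PNP by hydrolysis · Read-out – % inhibition relative to enzyme-containing and enzyme-free wells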
NR1D1 modulator: modulators of human Rev-erb alpha DNA binding; activity, % at 10 µM; Rev-erbα–FITC-DNA binding, fluorescence polarization, 90 min; P20393; actives 0.79% (n = 370,000);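 active = activity above about 14%, limit read from the data; passing the limit was not always enough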;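 note: 0% = DMSO wells with 35 nM protein and 100% = DMSO wells with 750 nM protein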
PRMT1 inh: PRMT1 (human) inhibition, primary screen. actives 1.3% (n = 370,000). recombinant PRMT1, activity-based probe fluorescence polarization. inhibition, % at 2.79 µM. Q99873;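 active = inhibition above about 21% made by adding two undisclosed values, limit read from the data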
mABHD4 FP: ABHD4 (mouse) inhibition, primary FP screen. Q8VD66. purified mABHD4, FP-Rh probe fluorescence polarization. inhibition, % at 8.92 µM. actives 0.54% (n = 370,000);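 active = inhibition exceeding the mean over every tested compound plus 3 SD, cut at about 30% in these data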;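 note: 0% = plate median of compound wells and 100% = S159A mutant with DMSO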
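Assay system: Wild-type mouse ABHD4 protein | Medium: HEPES pH 7.0 buffer, 150 mM NaCl, 0.01% Pluronic F-127 | Incubation: Enzyme–compound pre-incubation 45 min, then probe 60 min, both 25 °C | Technique: Fluorescence polarization with parallel and perpendicular emission, 525/598 nm | Evaluation: % inhibition of FP-Rh probe binding versus controls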
rCAG RNA binder: r(CAG) repeat RNA binding; TO-PRO-1 dye displacement fluorescence; inhibition, % at 3 µM; actives 1.3% (n = 370,000); AID 651821;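 active = inhibition above the plate cutoff, the mean of all test compounds on that plate plus 3 SD, cut at about 35% in these data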;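 note: 0% = DMSO alone and 100% = 100 µM mitoxantrone as full dye displacement; higher means more dye released from RNA so lower well fluorescence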
SIAE inh: blocks human sialic acid acetylesterase; actives 0.69% (n = 370,000); Q9HAT2; AID 1053197; inhibition, % at 9.66 µM; SIAE FP-Rh probe binding, fluorescence polarization;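 active = inhibition above a cutoff: mean of compounds within the control limits plus 3 SD of those, cut at about 17% in these data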;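 note: 0% = plate median of compound wells and 100% = probe without SIAE protein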
The depositor's hits bear a star; nt = no result given.

SMILES	HTRA1 inh	TCR CD3 inh	LEDGF integ inh	PG9 Ab binder	TDP2 inh	NR1D1 modulator	PRMT1 inh	mABHD4 FP	rCAG RNA binder	SIAE inh
O=C(CC1C(=O)NCCN1Cc1ccccc1)NCCN1CCCCC1=O (stereo not given)	0.9	4.4	0.5	0.1	-7.4	2.5	-1.0	4.0	-3.2	-0.1
Cc1ccc(/C=N/NC(=O)Nc2ccccc2)o1	3.2	3.9	0.0	-3.3	-6.7	4.7	0.5	4.9	0.0	-0.9
COc1cccc(NC(=O)c2c(F)cccc2F)c1	-0.9	-1.9	1.7	-0.2	-7.6	-0.3	0.5	-0.2	6.6	-3.7
Cc1ccnc2nc(C(=O)Nc3cc(Cl)ccc3N3CCOCC3)nn12	8.4	2.1	-1.1	-0.5	-10.3	3.8	-0.1	2.4	1.9	-0.7
O=C(Oc1ccccc1)Oc1ccc2c(c1)oc(=O)c1ccccc12	-1.6	6.1	0.0	28.2*	-2.6	17.4	-2.5	-6.0	3.9	-0.7
CCC(NC(=O)CNC(=O)CNC(=O)c1ccc(Cl)cc1Cl)c1ccc(C)cc1 (stereo not given)	-0.3	4.1	-0.3	-2.1	3.8	0.1	-0.2	1.8	0.5	11.6
COC1=CC(=O)OC(c2cccc(OC)c2)C1 (stereo not given)	nt	2.1	-0.1	-1.5	6.7	-2.0	-1.3	9.8	1.5	5.4
O=C1CCCCc2sc(Br)c([N+](=O)[O-])c2N1	8.9	-3.9	0.8	-1.6	16.3	-3.3	8.2	2.5	1.6	-2.6
COc1ccc(C(=O)NCCNC(=O)c2ccc(OC)cc2)cc1	6.3	1.0	2.9	1.8	6.3	-5.9	-0.7	-6.8	0.9	-2.0
O=C(/C=C/c1ccccc1)NNC(=O)C1CC1	2.2	-1.3	-4.2	-2.3	-10.1	-0.8	0.2	1.4	2.8	-9.6
COc1ccccc1OCC(=O)NCc1n[nH]c(=O)c2ccccc12	-4.8	-7.1	-1.1	0.2	2.3	-1.3	4.8	-4.5	-0.7	0.2
FC(F)(F)c1cc(Cl)c2nc(-c3ccccc3)cn2c1	-13.3	2.2	-3.0	-1.8	-0.6	0.9	0.5	0.9	-1.1	-0.8
Cc1ccc(NC(=O)C2C3C=CC4(O3)C2C(=O)N(CCCN2CCCCC2)C4C(=O)NC2CCCCC2)cc1Cl (stereo not given)	-5.1	6.0	-1.8	-0.7	-6.1	-2.7	0.9	-0.2	-2.0	-4.5
Oc1ccc(/C=N\Nc2nncc(-c3ccccc3)n2)cc1	2.8	-5.7	-4.7	-1.3	-4.7	6.4	5.6	10.6	-1.0	-1.8
Cn1c2ccccc2c(=O)c2cc(C#Cc3ccc(N)cc3)ccc21	18.0	2.8	-0.7	1.2	10.4	-16.2	-2.7	20.7	23.8	-3.7
CCOc1ccc(-c2csc(Cn3c(CN4CCN(C)CC4)nc4ccccc4c3=O)n2)cc1	-4.1	-3.0	4.5	-0.4	-5.5	1.7	6.4	-3.4	-2.3	-0.2
COc1cc(/C=N/NC(=O)c2cc(-c3cccs3)nc3ccccc23)ccc1O	-25.4	-2.2	0.5	-0.2	6.0	-1.1	3.5	-9.2	20.8	-1.3
CN1C(C(=O)NCc2ccccc2)CC2Cn3c(nc4ccccc43)C21 (stereo not given)	2.5	-1.8	-1.8	0.6	2.7	2.4	3.9	7.1	1.7	3.4
Cc1ccc(-n2c(-c3ccccc3)cc(/C=N/NC(=O)CC#N)c2-c2ccccc2)cc1	nt	-0.5	1.3	0.1	6.5	0.5	0.8	1.1	-3.6	-0.9
CC(=O)COC(=O)c1ccc2noc(-c3ccccc3)c2c1	0.2	3.4	-0.8	-1.9	3.3	3.5	-2.1	-3.7	3.2	1.1
Cc1ccccc1NC(=O)c1c2c(nc3ccccc13)CCC2	-1.2	4.7	-0.4	-0.2	6.1	-5.2	-2.4	1.1	6.4	-4.4
CC(C)(C)NC(=S)N1CCC2CC1c1c(Cl)cccc12 (stereo not given)	2.8	12.1	3.4	0.9	7.1	0.8	1.3	5.1	3.2	-1.6
Cc1sc2ccc3sccc3c2[n+]1C	3.4	0.9	-3.4	0.3	3.4	8.9	76.5*	-0.6	-2.1	4.0
COc1ccc(C(=O)N/N=C/c2sc(N3CCOCC3)nc2-c2ccccc2)cc1OC	12.8	-7.1	-1.1	-6.6	9.2	-1.7	-2.5	4.5	-0.2	11.2

Entries listed so far that bear a hit mark in PG9 Ab binder.
smiles | HTRA1 inh | TCR CD3 inh | LEDGF integ inh | PG9 Ab binder | TDP2 inh | NR1D1 modulator | PRMT1 inh | mABHD4 FP | SIAE inh
O=C(Oc1ccccc1)Oc1ccc2c(c1)oc(=O)c1ccccc12 | -1.6 | 6.1 | 0.0 | 28.2* | -2.6 | 17.4 | -2.5 | -6.0 | -0.7

Further records:
SMILES	HTRA1 inh	TCR CD3 inh	LEDGF integ inh	PG9 Ab binder	TDP2 inh	NR1D1 modulator	PRMT1 inh	mABHD4 FP	rCAG RNA binder	SIAE inh
COc1ccc(C2(O)CC3CCC(C2)N3c2nc(C)cc(C)c2C#N)cc1 (stereo not given)	-17.5	-7.9	0.3	1.4	4.1	-1.9	-0.2	-19.9	-6.6	1.4
O=C(OCC(F)(F)F)c1cccc(COc2ccc3ccccc3c2)c1	-11.7	-2.5	1.6	1.1	-9.5	4.0	2.3	-8.7	2.6	-3.8
Cc1nc(CNS(=O)(=O)c2ccc(Oc3ccccc3)cc2)cs1	-11.1	0.6	-1.1	-1.5	-11.6	-1.9	-1.1	-3.1	-0.3	2.2
O=C(COc1ccc2ccccc2c1Br)N1CCCC1	-8.1	4.8	1.8	-2.0	-4.7	2.9	-0.8	-9.3	-3.5	-1.8
CC(C)CCCCCCCCc1cccc(O)c1C(=O)O	nt	0.9	4.8	4.0	-8.8	-11.2	2.0	-70.0	89.4*	-3.1
O=C(Nc1ccc(F)c(Cl)c1)c1ccccc1NC(=O)C1CCCCC1C(=O)O (stereo not given)	-4.1	0.8	-4.1	1.7	-5.3	-0.8	1.4	1.3	10.0	7.3
COc1ccc(N(C)S(=O)(=O)c2cccc(C(=O)NC3CCCC3)c2)cc1	-1.3	-3.1	-2.0	-0.3	-4.3	-1.1	4.2	-5.8	-7.0	-9.0
CC1(C)Cc2c(cnn2-c2ccc(F)cc2)C(NC(=O)CCN2CCCCO2)C1 (stereo not given)	0.0	-2.3	-4.5	-1.1	9.9	7.5	-1.7	7.0	-10.9	-0.7
COc1ccc(OCCSc2nnc(C)n2-c2ccccc2)cc1	2.3	9.5	-1.3	-1.9	-5.6	-1.1	0.8	-1.9	0.1	-1.0
Cc1csc(-c2cnn(-c3ccccc3)c2NC(=O)c2ccccc2)n1	-2.9	-3.4	-1.1	0.4	7.2	2.1	1.6	-0.8	3.5	-5.1
O=C(COc1ccc(F)c(Cl)c1)N1CCN(c2ccccn2)CC1	-3.1	-1.9	3.1	0.0	6.9	-6.2	1.9	4.8	-1.4	-0.5
CC(=O)c1c(N2CCN(Cc3ccccc3)CC2)nc(=S)n(-c2ccccc2)c1C	-8.7	8.6	-2.8	0.6	-3.9	0.6	0.3	3.4	-4.1	-4.2
O=C(Nc1ccc(Cl)cn1)c1ccc([N+](=O)[O-])o1	3.0	0.1	0.7	-4.0	-2.3	-6.8	-0.3	2.9	2.6	10.5
OC[C@@H]1CN(Cc2ccc(F)cc2)C[C@H](n2cnc3c(N4CCCC4)ncnc32)O1	nt	7.6	-0.3	1.8	-12.2	4.4	-7.5	2.7	0.4	3.6
O=C(O)C1CCCCC1C(=O)Nc1ccccn1 (stereo not given)	8.3	-6.0	-2.7	-0.8	-8.7	-7.8	0.0	0.9	3.1	-0.5
CS(=O)(=O)c1ccc(Cl)c(NC(=O)COC(=O)c2ccc(S(=O)(=O)N3CCCC3)cc2)c1	1.2	6.4	1.7	-1.1	-14.2	-0.3	0.4	-8.0	1.3	-4.2
CC1(C(=O)NS(=O)(=O)c2cccc(C#N)c2)CCN1C(=O)CCc1ccccc1 (stereo not given)	nt	4.8	-3.6	5.0	2.3	-1.3	-1.4	-2.0	4.1	2.0
CCNC(=O)C1(C)CCCN(C(=O)c2csc3ccccc23)C1 (stereo not given)	nt	-8.4	-6.8	-2.7	-13.2	-5.1	4.7	-4.2	-1.1	3.1
c1ccc(C2OC3c4cccc5cccc(c45)C3N2c2ccccc2)cc1 (stereo not given)	3.4	25.5*	3.6	-0.8	7.8	2.2	24.5*	47.8*	-32.9	2.4
Cc1ccc(C)c(NC(=O)CN(C)C(=O)c2cc3ccccc3o2)c1	0.6	-15.0	-6.0	-0.1	-4.5	-3.7	3.3	-9.8	1.8	-7.0
COc1ccc(NC(=O)C2CCCN2S(=O)(=O)c2ccc(F)cc2)cc1 (stereo not given)	3.9	-5.8	-0.5	-1.2	-8.2	1.5	6.7	-0.7	-1.3	-4.5
COc1ccccc1CNC(=O)c1ccc(NS(=O)(=O)c2c(C)noc2C)cc1	-1.2	-4.7	2.5	2.0	-6.8	2.9	0.0	-14.5	7.0	0.7
CC1CCc2cc(F)cc3c(O)c(C(=O)NCCN(C)C)c(=O)n1c23 (stereo not given)	4.5	-3.6	-1.5	1.2	7.5	6.5	0.3	7.2	-0.4	-1.3
CN(Cc1ccccc1)C(=O)c1ccc(Nc2nc(C(N)COCc3ccccc3)cs2)nc1 (stereo not given)	nt	-1.3	2.4	-0.6	3.6	9.4	-2.1	13.5	4.6	-0.7

Reprinted from the part before: 2 entries, then new ones.
SMILES	HTRA1 inh	TCR CD3 inh	LEDGF integ inh	PG9 Ab binder	TDP2 inh	NR1D1 modulator	PRMT1 inh	mABHD4 FP	rCAG RNA binder	SIAE inh
CC1CCc2cc(F)cc3c(O)c(C(=O)NCCN(C)C)c(=O)n1c23 (stereo not given)	4.5	-3.6	-1.5	1.2	7.5	6.5	0.3	7.2	-0.4	-1.3
CN(Cc1ccccc1)C(=O)c1ccc(Nc2nc(C(N)COCc3ccccc3)cs2)nc1 (stereo not given)	nt	-1.3	2.4	-0.6	3.6	9.4	-2.1	13.5	4.6	-0.7
CCOC(=O)c1oc2cc(O)c(CC)cc2c(=O)c1-c1cscn1	-0.6	-2.1	-4.0	-0.4	-2.8	-1.2	1.9	-7.0	0.7	-5.1
O=c1cnnc(Nc2cccc(F)c2)[nH]1	-1.6	-7.8	3.4	-1.1	-21.2	1.9	-1.6	0.9	6.0	-3.0
Cc1ccc(NC(=O)C2CCCN2C(=O)OCc2ccccc2)c(C)c1 (stereo not given)	-3.3	1.4	-3.1	-1.7	-13.0	3.0	1.7	1.6	-4.9	-2.6
CC(C)CC(C(=O)Nc1ccccc1)N1C(=O)C2C3C=CC(C3)C2C1=O (stereo not given)	-1.6	-2.7	2.8	-0.2	0.2	4.9	0.2	-3.8	-1.0	-1.8
CC(Sc1ncn[nH]1)C(=O)Nc1cc(C(F)(F)F)ccc1Cl (stereo not given)	-1.9	8.7	0.9	0.2	-2.4	3.2	-1.6	-3.2	0.5	-6.9
COC(=O)Nc1ccc(S(=O)(=O)N2c3ccccc3CCC2C)cc1 (stereo not given)	-35.0	1.7	4.2	-1.9	-19.8	-0.6	0.7	-28.3	3.5	-12.4
Cc1cc(OCC(=O)N2CCOCC2)ccc1NC(=O)c1ccccc1C	-0.7	-3.4	-3.6	-2.3	-1.3	2.7	2.0	5.7	-6.4	0.7

These rows are one share of the data; count on the stated rates, not on these rows.
